Source: PubChem (Sanford-Burnham Center for Chemical Genomics)
UBC13 polyUb – human UBC13 polyubiquitination inhibition; P61088; UBC13 polyubiquitin chain formation, TR-FRET; inhibition, % at 20 µM; 330,000 compounds, 0.47% hits; AID 485273; in the data active = inhibition above about 45%, passing the limit was not always enough
Target sequence (P61088 whole entry, looked up): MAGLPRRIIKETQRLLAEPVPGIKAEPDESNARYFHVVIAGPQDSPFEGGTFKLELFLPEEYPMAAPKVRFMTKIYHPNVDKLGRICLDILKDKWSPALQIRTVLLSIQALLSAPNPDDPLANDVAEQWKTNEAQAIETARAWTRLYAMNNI
CXCR6 inh – CXCR6 (human) receptor inhibition; O00574; CHO-K1 PathHunter CXCR6 beta-arrestin, luminescence; inhibition, % at 20 µM; 360,000 compounds, 0.36% hits; AID 602244; in the data active = inhibition above about 34%, passing the limit was not always enough;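 also: antagonist mode with CXCL16 agonist at 10 nM final; 0% = 10 nM CXCL16 with DMSO and 100% = unstimulated wells without agonist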
Target sequence (O00574 whole entry, looked up): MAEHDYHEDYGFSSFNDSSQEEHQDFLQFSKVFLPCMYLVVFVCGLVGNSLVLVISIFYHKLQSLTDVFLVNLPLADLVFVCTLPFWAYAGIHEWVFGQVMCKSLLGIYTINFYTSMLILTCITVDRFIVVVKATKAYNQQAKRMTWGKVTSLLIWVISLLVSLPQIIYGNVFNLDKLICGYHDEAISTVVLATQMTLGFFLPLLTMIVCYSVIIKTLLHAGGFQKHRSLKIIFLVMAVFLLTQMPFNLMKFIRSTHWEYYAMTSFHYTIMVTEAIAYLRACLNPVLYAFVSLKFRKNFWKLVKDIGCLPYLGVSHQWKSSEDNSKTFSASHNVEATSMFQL
697 NFkB inh – inhibitors of the PMA/ionomycin-induced NF-kB reporter in 697 B cells; AID 435022; 330,000 compounds, 0.33% hits; 697 B-cell NF-kB luciferase reporter, 16 h; inhibition, % at 4 µM; in the data active = inhibition above about 35%
CCR6 antagonist – CCR6 (human) receptor antagonism. AID 493098. 340,000 compounds, 0.49% hits. inhibition, % at 20 µM. P51684. CHO-K1 CCR6 PathHunter beta-arrestin, luminescence, CCL20-stimulated;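 active = compounds whose inhibition of the agonist-driven luminescence signal at 20 µM reaches about 50%, limit read from the data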;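 also: cells stimulated with CCL20 at 14 nM final; plate controls were DMSO with CCL20 for no effect and DMSO without agonist for full effect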
Jurkat NFkB inh – inhibitors of the PMA/ionomycin-induced NF-kB reporter in Jurkat cells; PMA/ionomycin-induced NF-kB luciferase reporter, luminescence; inhibition, % at 4 µM; 330,000 compounds, 0.53% hits; AID 435003; in the data active = inhibition above about 50%
Gli-Sufu block – blocks Gli-Sufu signaling in a luciferase reporter; AID 588413; inhibition, % at 5 µM; 340,000 compounds, 0.74% hits; Sufu-KO-LIGHT fibroblasts, Gli luciferase reporter luminescence;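 active = inhibition above about 55%, limit read from the data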;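 also: 0% = DMSO-treated cells and 100% = wells with medium but no cells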
EBI2 block – EBI2 (human) antagonism. inhibition, % at 5 µM. EBI2 beta-arrestin recruitment, luminescence, 7a,25-OHC stimulated. P32249. 360,000 compounds, 0.81% hits; in the data active = inhibition above about 38%;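 also: enzyme fragment complementation signal reports receptor beta-arrestin coupling in cells; 0% = agonist plus DMSO wells and 100% = wells without agonist; some results beyond the cut were filed as inactive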
APJ antag – antagonists of human APJ apelin receptor. CHO-K1 APJ beta-arrestin complementation, luminescence. inhibition, % at 20 µM. 330,000 compounds, 0.32% hits. AID 2521;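 active = inhibition above about 40% at 20 µM, limit read from the data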;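 also: cells challenged with 10 nM apelin-13 agonist together with compound; plate controls were apelin-13 plus DMSO wells for no effect and DMSO wells lacking apelin-13 for full effect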
Target sequence (P35414 whole entry, looked up): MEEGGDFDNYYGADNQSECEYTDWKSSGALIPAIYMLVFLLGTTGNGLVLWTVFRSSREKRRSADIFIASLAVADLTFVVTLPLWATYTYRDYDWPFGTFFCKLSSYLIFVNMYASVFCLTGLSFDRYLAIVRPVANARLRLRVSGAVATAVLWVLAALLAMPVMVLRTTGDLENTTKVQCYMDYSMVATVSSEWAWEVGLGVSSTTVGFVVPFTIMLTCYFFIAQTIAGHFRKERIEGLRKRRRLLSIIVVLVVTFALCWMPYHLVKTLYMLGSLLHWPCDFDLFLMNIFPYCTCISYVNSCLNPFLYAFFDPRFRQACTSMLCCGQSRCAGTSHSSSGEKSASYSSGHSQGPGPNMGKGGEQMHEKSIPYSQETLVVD
* hit, by the source's call; · = no result given. Not a hit list; 3% or so of the library scored in one or more.

Second line of a record – UBC13 polyUb	CXCR6 inh	697 NFkB inh	CCR6 antagonist	Jurkat NFkB inh	Gli-Sufu block	EBI2 block	APJ antag
O=C(NC1CCCCC1)C(c1ccccc1)N(C(=O)c1csnn1)C1CCCC1 (stereo not drawn)
→ -0.6	8.5	2.9	24.0	7.4	14.8	9.3	13.3
COc1cc(C2Nc3cccc4cccc(c34)N2)ccc1OC(C)=O
→ -48.9	17.2	-1.2	15.9	-2.9	21.3	-2.5	0.0
CCOP(=O)(OCC)C(NC(=O)c1ccc(OC)cc1)c1ccccc1 (stereo not drawn)
→ -0.3	4.8	0.9	26.0	1.6	6.8	-4.0	10.5
COCc1cc(C)nc2sc(C(=O)Nc3ccccc3OC)c(N)c12
→ 4.9	12.5	-25.9	-2.1	-32.4	-8.7	9.8	-19.3
N#Cc1ccc(S(=O)(=O)NCC(=O)OCC(=O)N2CCCC2=O)cc1
→ -6.7	-9.3	-6.0	3.0	-0.6	-10.8	-1.2	-35.3
CCC(C)(C)n1nnnc1C(c1cc(OC)ccc1OC)N1CCC(C(N)=O)CC1 (stereo not drawn)
→ -2.5	3.2	-8.2	8.5	-5.0	-7.8	-3.8	0.7
Cc1ccc(-c2nnn(CC(=O)N(CCN3CCOCC3)C(C(=O)NC3CCCC3)c3ccncc3)n2)o1 (stereo not drawn)
→ -1.0	-1.6	-11.8	-14.7	-3.1	-2.5	-4.4	-7.6
O=C(CC1Oc2ccccc2NC1=O)NCCCN1CCCC1=O (stereo not drawn)
→ 4.2	-4.1	20.8	-3.4	8.8	2.3	5.0	4.5
O=C(NC1CC2CCCC(C1)N2S(=O)(=O)c1ccccc1)c1ccccc1 (stereo not drawn)
→ 7.8	11.0	13.6	2.1	-0.5	1.6	4.1	9.5
COc1ccc(/C=N/Nc2ncnc3scc(-c4ccccc4)c23)cc1OC
→ 6.6	-12.9	2.0	-4.4	12.8	11.1	15.6	-15.6
CCn1c(SC)nnc1-c1nnc(SC)n1CC
→ 3.3	4.3	4.6	2.7	6.6	-1.7	-13.6	-9.5
COc1cc(NC2c3ccccc3C(=O)N2c2ccc(C)cn2)cc(OC)c1OC (stereo not drawn)
→ -7.8	3.8	-25.6	4.5	-29.8	-12.5	1.3	-1.5
CC[C@H]1c2[nH]c3ccccc3c2C[C@@H]2C(=O)N(c3ccc(F)cc3)C(=O)N21
→ 0.7	-9.9	-22.9	8.7	-18.9	15.2	49.4*	-77.1
O=C(O)c1ccc(CS(=O)(=O)c2c(Cl)cccc2Cl)o1
→ -3.8	5.6	10.2	6.0	-3.8	6.8	2.5	11.4
Cc1c(C)c2ccc(OC(C)C(=O)NC3CC(C)(C)NC(C)(C)C3)cc2oc1=O (stereo not drawn)
→ 13.3	1.1	19.0	12.3	-19.2	-8.8	-5.3	4.1
CCc1c(C)c2ccc(OCC(=O)OC(C)C)c(C)c2oc1=O
→ 19.4	-2.3	9.7	-12.3	-1.1	2.6	1.2	-24.7
Clc1ccc(-c2nnnn2-c2ccc(Cl)c(Cl)c2)cc1Cl
→ 2.8	12.6	-16.1	20.4	-1.0	6.0	49.3*	26.9
N#Cc1c(N)oc(-c2cccs2)c1-c1cccs1
→ -54.0	-0.6	3.2	2.4	-4.2	6.7	-3.3	8.9
Cc1cccc(Oc2ncnc(N)c2[N+](=O)[O-])c1
→ 3.5	-3.1	-11.3	11.1	-1.1	5.2	-31.2	10.0
COc1ccc(CN2C(=O)c3cccnc3C2Nc2cc(Cl)c(OC)cc2OC)cc1 (stereo not drawn)
→ 1.1	5.0	-5.1	-5.5	-5.6	-1.2	-2.8	-16.5
CCC(=NCc1ccccc1)C1=C(O)C(C(=O)OC)C(C)(C)CC1=O (stereo not drawn)
→ 1.8	5.8	2.4	14.6	-2.9	0.0	-8.2	13.9
CCOC(=O)c1c(N)c(C#N)c2n1CCCC2
→ 3.1	6.0	3.1	-2.1	-5.1	1.4	-5.2	-0.6
CSc1cccc(NC(=O)CN(C)S(=O)(=O)c2cnc[nH]2)c1
→ -1.4	5.3	-6.4	0.6	-1.5	-9.7	-0.1	-20.0
O=C(CCCCCn1c(=O)[nH]c2ccccc2c1=O)NCCCN1CCN(c2ccccc2F)CC1
→ 63.2*	-6.9	1.1	8.7	10.8	4.1	5.6	15.1
NC(=O)COC(=O)c1cccc(S(=O)(=O)N2CCN(c3ccccc3)CC2)c1
→ 8.9	-1.0	10.6	-12.5	10.6	-19.4	15.6	5.0
CCOc1ccc2nc(NC(=O)CN3CCC(n4nnc5cc(C(F)(F)F)ccc54)CC3)sc2c1
→ -4.1	0.9	-19.6	-11.0	1.6	14.3	18.3	18.9
CCOC(=O)c1cc(NC(=O)Nc2nc3ccccc3s2)c(C)nc1C
→ 1.9	4.7	5.5	-3.1	17.0	-5.2	-9.5	-1.7
O=C(NCc1cn(-c2ccccc2)nc1-c1ccc(F)cc1)c1cccc([N+](=O)[O-])c1
→ -21.7	8.3	-22.3	17.4	-0.8	9.7	29.4	-5.5
C/C(=C(\C#N)C(=O)NCc1ccccc1)N(C)C
→ -4.0	8.5	5.4	20.0	2.9	-19.0	-8.5	12.8
CCOC(=O)c1oc2ccc(Br)cc2c1NC(=O)CN1CCN(C)CC1
→ 15.4	-3.6	19.2	14.5	-4.1	6.3	-7.6	-9.4

A draw from above in order of heavy-atom count, low to high:
Second line of a record – UBC13 polyUb	CXCR6 inh	697 NFkB inh	CCR6 antagonist	Jurkat NFkB inh	Gli-Sufu block	EBI2 block	APJ antag
O=C(CC1Oc2ccccc2NC1=O)NCCCN1CCCC1=O (stereo not drawn)
→ 4.2	-4.1	20.8	-3.4	8.8	2.3	5.0	4.5
N#Cc1ccc(S(=O)(=O)NCC(=O)OCC(=O)N2CCCC2=O)cc1
→ -6.7	-9.3	-6.0	3.0	-0.6	-10.8	-1.2	-35.3
CCOc1ccc2nc(NC(=O)CN3CCC(n4nnc5cc(C(F)(F)F)ccc54)CC3)sc2c1
→ -4.1	0.9	-19.6	-11.0	1.6	14.3	18.3	18.9

In the list so far, 3 have a Cl atom.
Second line of a record – UBC13 polyUb	CXCR6 inh	697 NFkB inh	CCR6 antagonist	Jurkat NFkB inh	Gli-Sufu block	EBI2 block	APJ antag
O=C(O)c1ccc(CS(=O)(=O)c2c(Cl)cccc2Cl)o1
→ -3.8	5.6	10.2	6.0	-3.8	6.8	2.5	11.4
Clc1ccc(-c2nnnn2-c2ccc(Cl)c(Cl)c2)cc1Cl
→ 2.8	12.6	-16.1	20.4	-1.0	6.0	49.3*	26.9
COc1ccc(CN2C(=O)c3cccnc3C2Nc2cc(Cl)c(OC)cc2OC)cc1 (stereo not drawn)
→ 1.1	5.0	-5.1	-5.5	-5.6	-1.2	-2.8	-16.5

(continued)
Second line of a record – UBC13 polyUb	CXCR6 inh	697 NFkB inh	CCR6 antagonist	Jurkat NFkB inh	Gli-Sufu block	EBI2 block	APJ antag
CC(C)N(CCCNC(=O)Cn1ncc2c([nH]c3ccccc32)c1=O)Cc1ccccc1
→ 6.7	-1.1	-3.6	-1.0	5.7	6.2	-5.2	-1.2
Cc1nc(NC(=O)COC(=O)CCC(=O)c2cccs2)c(Cl)cc1Cl
→ -3.8	-3.5	-0.2	3.1	-3.4	22.4	-10.3	10.2
COc1ccccc1Nc1nc(N)nc(CN2CCN(c3ccccc3)CC2)n1
→ 5.3	-3.6	17.4	8.9	23.0	3.1	13.2	3.4
C(=N\n1cnnc1)/c1cn(Cc2ccccc2)c2ccccc12
→ 1.1	-2.1	1.6	11.6	5.8	-11.0	5.6	14.1
Cc1cc(C(=O)COC(=O)C2=NNC(=O)CC2)c(C)n1-c1cccc(C(F)(F)F)c1
→ -5.6	5.7	-22.1	-3.7	7.1	1.2	-4.7	13.1
Cc1ccc(N2C(=O)C3ON(c4ccccc4)C(CC(C)C)C3C2=O)cc1 (stereo not drawn)
→ 5.3	0.9	-0.8	9.0	-5.4	2.9	4.6	13.3
Cc1cc(O)c2/c(=N\N)c(-c3csc(C)n3)coc2c1
→ -0.4	7.5	6.2	-4.5	-16.2	-25.1	-4.5	-4.2
O=C(Nc1ccccc1Cl)c1ccc(Cl)cc1Cl
→ 4.7	2.2	-3.0	11.7	-19.4	-39.5	2.3	10.7
COc1ccccc1NS(=O)(=O)c1ccc(O)cc1
→ 4.0	-1.6	3.7	-3.4	-1.8	1.9	-10.0	-3.1
COc1ccc(CN2CCNC(=O)C2CC(=O)N2CCCCO2)c(OC)c1 (stereo not drawn)
→ -33.4	-2.9	5.2	3.8	-9.3	-2.4	-9.0	-2.2
O=C(O)C[C@H]1c2cc(C(F)(F)F)ccc2S(=O)(=O)N1C1CCCC1
→ -9.7	-7.6	17.1	5.3	1.9	0.2	-0.2	-52.0
CCN(CC(=O)Nc1cccc(OC)c1)C(=O)c1ccco1
→ -13.8	7.0	-28.2	-0.7	-26.0	1.1	-3.9	-20.1
O=C1OC(Nc2ccc(F)c([N+](=O)[O-])c2)c2ccccc21 (stereo not drawn)
→ 0.8	0.8	7.8	-5.0	9.8	-1.6	-4.6	-3.8
CN(C)S(=O)(=O)c1cccc(NC(=O)c2ccc(N3CCOCC3)c([N+](=O)[O-])c2)c1
→ -12.8	0.9	12.3	9.6	4.7	4.9	-1.3	25.8
O=C(NC1C2CC3CC(C2)CC1C3)C1CCCCC1 (stereo not drawn)
→ -1.5	9.3	-4.1	0.6	-11.9	24.9	-3.4	17.5
COc1ccc(N2C(=O)C(CC(=O)Nc3ccc(F)cc3)N(CCc3ccc(OC)c(OC)c3)C2=O)cc1 (stereo not drawn)
→ 3.1	-4.4	16.9	3.2	13.5	11.5	2.6	5.2
O=S(=O)(Nc1cc(Cl)ccn1)c1ccc(Cl)cc1
→ -2.2	-0.8	18.0	5.2	-5.5	5.3	-8.1	5.2
CSc1nc2nc3c(c(=O)n2[nH]1)CCCC3
→ 11.5	9.9	18.4	-9.4	7.7	6.3	-16.8	-11.6
CC1CCCCN1CC(=O)c1c[nH]c2ccccc12 (stereo not drawn)
→ 11.7	-5.1	9.8	8.8	-14.8	18.6	-11.2	6.3
COc1ccc(/C=C/C(=O)OCC(=O)NCCNC(=O)COC(=O)/C=C/c2ccc(OC)cc2)cc1
→ -9.8	-3.1	-12.5	2.0	5.8	-4.7	22.9	11.1
O=C(COc1ccccc1)NC(=S)Nc1cccc2cc(O)ccc12
→ -15.1	-4.2	8.8	17.8	9.2	4.0	-23.0	-8.6
Cc1noc(COc2ccccc2OCC(O)CNC(C)(C)C)n1 (stereo not drawn)
→ -7.1	9.3	2.9	7.6	-3.9	-2.2	-3.7	-3.7
CCN(C(=O)COC(=O)c1ccccc1Nc1cccc(C)c1C)C1CCS(=O)(=O)C1 (stereo not drawn)
→ 4.0	-1.4	10.0	7.9	12.9	-9.2	-2.4	5.6
CC1=C(C(=O)Nc2ccccc2)C(c2ccncc2)C(C#N)=C(SCC(=O)NC2CC2)N1 (stereo not drawn)
→ 1.8	5.9	10.5	-2.4	4.2	-10.9	-4.4	24.7
CCCCn1c(SCC(=O)NC2CCCC2)nc2ccccc2c1=O
→ 4.7	13.0	16.2	9.4	12.3	7.0	9.5	18.3
CN(c1ccc(C(=O)COC(=O)C2CC2)cc1)S(C)(=O)=O
→ 5.0	-3.9	7.4	1.1	-1.2	2.9	-2.6	-0.7
Cc1ccc(SCC(=O)Nc2ccc(S(=O)(=O)Nc3ncccn3)cc2)cc1
→ -5.5	1.7	9.8	3.2	14.0	-6.1	-6.9	2.6
O=C1c2cccnc2C(Nc2ccc(S(=O)(=O)N3CCCCCC3)cc2)N1Cc1ccccc1 (stereo not drawn)
→ -5.8	6.8	-7.0	5.7	-0.6	1.5	-1.5	3.3
Cc1ccc(C(=O)N[C@H](C(=O)Nc2ccc(N3CCOCC3)cc2)C(C)C)cc1
→ -0.9	-4.0	9.8	-3.6	0.5	0.5	-9.0	-12.7
O=C(NC(=S)Nc1ccc(CN2CCOCC2)cc1)c1cccc(F)c1
→ 2.6	9.8	2.2	29.9	-18.7	-16.9	5.1	-0.1
CCOC(=O)c1c(CS(=O)(=O)c2ccccc2)n(C)c2cc(Br)c(O)c(CN(C)C)c12
→ ·	3.8	·	7.9	·	-4.5	-0.2	·
Cc1ccc(C)c(N2CCN(C(=O)CCc3nc(-c4ccccc4Cl)no3)CC2)c1
→ ·	-4.9	-5.2	1.1	·	2.8	-4.2	·
CC1CCCC(C)N1C(=O)COC(=O)COc1ccccc1C#N (stereo not drawn)
→ -1.7	1.8	14.9	0.8	-0.7	-1.8	-8.8	5.5
